DENV2 CPE rescue: protects cells from dengue virus 2 cytopathic effect; DENV2-infected cells, cytopathic effect rescue, plate reader; CPE inhibition, % at 9.99 µM; 350,000 compounds, 1.7% hits; AID 651640; in the data active means CPE inhibition above about 20%, passing the limit was not always enough; inconclusive means no clear call, values can overlap the other calls; tested in BHK-21 cells;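 further: 0% = median of neutral control wells and 100% = median of positive control wells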
SIRT5 inh: sirtuin-5 (human) deacylase inhibition | inhibition, % at 15 µM | 330,000 compounds, 1.1% hits | Purified SirT5, succinyl-peptide AMC, trypsin-coupled fluorescence; in the data active means inhibition above about 15%; inconclusive means no clear call, values can overlap the other calls
E-sel inducer: induces E-selectin expression in human endothelial cells; P16581; HUVEC E-selectin immunofluorescence imaging; normalized: neutral wells 0, TNF-alpha wells 100; activation, % at 7.58 µM; 260,000 compounds, 0.37% hits;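 active means mean E-selectin-positive cell signal at least 10% of the positive control, reached in at least 60% of replicates, without over 20% cell loss; inconclusive means no rule given, readout overlaps actives, possibly toxicity-flagged; inactive means the rest, including those meeting only one limit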;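 further: in these data hits start at about 27%; measured in HUVEC primary endothelial cells; signal is the percent of cells scored E-selectin positive by PE staining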
Target sequence (P16581 whole entry, looked up): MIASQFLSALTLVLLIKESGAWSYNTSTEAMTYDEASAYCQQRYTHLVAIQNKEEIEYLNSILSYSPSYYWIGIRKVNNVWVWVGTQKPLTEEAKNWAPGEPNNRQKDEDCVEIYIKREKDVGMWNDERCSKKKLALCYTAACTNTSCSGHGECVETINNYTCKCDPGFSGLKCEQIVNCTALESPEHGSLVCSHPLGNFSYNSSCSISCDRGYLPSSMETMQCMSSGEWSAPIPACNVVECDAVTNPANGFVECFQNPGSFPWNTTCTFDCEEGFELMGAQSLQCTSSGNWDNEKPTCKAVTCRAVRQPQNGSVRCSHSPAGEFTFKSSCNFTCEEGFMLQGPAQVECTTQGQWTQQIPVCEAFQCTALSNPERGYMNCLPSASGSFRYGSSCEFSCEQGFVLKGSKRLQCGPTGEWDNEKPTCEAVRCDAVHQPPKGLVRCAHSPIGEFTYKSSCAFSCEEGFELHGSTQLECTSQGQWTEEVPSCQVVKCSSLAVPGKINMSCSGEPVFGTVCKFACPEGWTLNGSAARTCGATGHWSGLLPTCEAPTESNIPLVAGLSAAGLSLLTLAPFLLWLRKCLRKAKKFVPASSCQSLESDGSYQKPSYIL
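Material: HUVEC primary endothelial cells; Amount: 3,000 cells per well; Dosing: single concentration; Medium: EGM-2 growth medium on 0.1% gelatin-coated wells; Read-out basis: percent E-selectin-positive cells; Signal: immunofluorescence imaging; Control set: TNF-alpha, DMSO.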
C2C12 statin: protects C2C12 myotubes from simvastatin toxicity; rescue of ATP level, % at 7.49 µM; 330,000 compounds, 0.78% hits; ATP luminescence, 48 h; scaled: DMSO 0, geranylgeraniol control 100;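 active means mean ATP rescue above about 67%, or every replicate alone reaching that limit, limit read from the data, passing the limit was not always enough; inconclusive means no clear call, values can overlap the other calls; inactive means mean under the limit and some replicate under it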;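 further: myotubes were challenged with 10 µM simvastatin during compound exposure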
PglD inh: blocks C. jejuni PglD acetyltransferase activity. purified PglD enzyme, DTNB colorimetric CoA detection. inhibition, % at 12.5 µM. 360,000 compounds, 0.098% hits. AID 602405; in the data active means inhibition above about 16%, passing the limit was not always enough; inconclusive means no clear call, values can overlap the other calls; further: strong numbers were not always called active
S100A4 MyoIIA: S100A4-myosin IIA interaction inhibition; AID 652163; S100A4/TAMRA-MyoIIA peptide fluorescence polarization; 360,000 compounds, 0.14% hits; inhibition, % at 10.7 µM; P26447;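 active means mean inhibition of at least 70% across replicates, with every replicate also reaching that level; inconclusive means mean inhibition reaches 70% but some replicates fall short; inactive means mean inhibition below 70%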
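Test system – S100A4 monomer (human) · Compound – single-point compound testing · Schedule – 5 min incubation before reading · Probe or stimulus – TAMRA-labelled myosin IIA heavy-chain peptide probe, 5 nM · Benchmarks – neutral control DMSO, positive control TFP · Medium – Calcium-containing HEPES buffer, pH 7.2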
ERp5 block: ERp5 (human) disulfide isomerase inhibition | Q15084 | ERp5 insulin aggregation, absorbance 650 nm, 90 min | inhibition, % at 9.99 µM | 350,000 compounds, 0.05% hits;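 active means mean replicate inhibition above about 25%, with every replicate also reaching it, limit read from the data, passing the limit was not always enough; inconclusive means only one of those two criteria met; inactive means neither criterion met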
Target sequence (Q15084 whole entry, looked up): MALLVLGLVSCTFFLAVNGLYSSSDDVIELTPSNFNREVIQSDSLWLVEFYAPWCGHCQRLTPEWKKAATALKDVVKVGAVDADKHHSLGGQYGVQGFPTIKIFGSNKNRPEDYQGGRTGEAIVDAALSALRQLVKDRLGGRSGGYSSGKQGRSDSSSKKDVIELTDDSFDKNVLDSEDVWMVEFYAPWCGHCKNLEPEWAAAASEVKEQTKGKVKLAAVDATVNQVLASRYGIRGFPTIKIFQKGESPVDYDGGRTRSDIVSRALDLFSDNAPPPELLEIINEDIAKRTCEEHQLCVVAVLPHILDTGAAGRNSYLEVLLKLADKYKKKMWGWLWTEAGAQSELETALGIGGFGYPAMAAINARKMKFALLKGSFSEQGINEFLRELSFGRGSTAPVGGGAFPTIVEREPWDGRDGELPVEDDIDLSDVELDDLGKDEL
Starred values were filed as active, the others as inactive; ? = inconclusive; / = no result given. The list is partial; the hit share may differ from the screen's.

SMILES | DENV2 CPE rescue | SIRT5 inh | E-sel inducer | C2C12 statin | PglD inh | S100A4 MyoIIA | ERp5 block
O=C1CCCCN1CCC(=O)N1CCCC(Nc2ccccc2)C1 (stereo not drawn) | -2.1 | 1.8 | / | 2.0 | 2.9 | 0.4 | 2.1
Cc1ccc(C)c(OCCNc2ncccc2[N+](=O)[O-])c1 | 1.5 | -2.3 | -0.1 | -20.6 | -6.7 | 8.6 | -3.3
CSc1nc(N)c2c(n1)N(C)C=NS2(=O)=O | 5.2 | -0.7 | 0.0 | 2.3 | 0.4 | -20.5 | -0.3
O=C(O)CC(NC(=O)C12CC3CC(CC(C3)C1)C2)c1cccc(Cl)c1 (stereo not drawn) | -2.3 | -5.4 | 0.1 | -2.1 | -1.9 | -3.3 | 0.0
Cc1nn(C2CCS(=O)(=O)C2)c2nc(C3CC3)cc(C(=O)Nc3ccc(C(N)=O)cc3)c12 (stereo not drawn) | ? | 1.7 | 0.4 | / | / | -0.1 | 1.9
O=C(OCc1cccc(C(F)(F)F)c1)c1cc(S(=O)(=O)N2CCOCC2)ccc1F | -1.4 | -3.0 | / | 1.9 | 2.4 | -4.8 | 0.5
CC1CCCCC12NC(=O)N(CC(=O)N1CCc3ccccc31)C2=O (stereo not drawn) | 15.0 | 3.8 | 4.0 | 1.9 | -5.4 | -3.0 | 5.0
CCOC(=O)C1(Cc2ccccc2C)CCCN(C(=O)CN2CCCCC2=O)C1 (stereo not drawn) | -2.2 | -3.2 | / | 0.4 | -3.4 | -4.3 | -0.1
Nc1cc(Cl)ccc1Oc1ccc2ccccc2c1 | -1.3 | 2.0 | / | / | / | -2.3 | 4.4
O=C(NCc1ccc(F)cc1)c1ccccc1OCc1ccccc1 | / | 2.1 | / | -3.2 | 2.4 | 8.6 | 0.9
COc1ccc(-c2csc(NC(=O)CSCc3c(C)noc3C)n2)c(OC)c1 | 2.5 | -4.3 | 0.3 | -1.5 | -5.7 | -2.8 | 6.8
COc1ccccc1NC(=O)CSCC(=O)N1c2ccccc2CCc2ccccc21 | -3.6 | 12.2 | / | / | / | -10.9 | -1.8
Cc1cc(C)n2nc(CC(=O)NC3CCCC(C)C3C)nc2n1 (stereo not drawn) | -5.9 | -1.3 | / | 10.2 | -1.1 | -5.1 | 0.9
CN(C)C(=O)[C@@H]1[C@@H](CO)[C@@H]2Cn3c(ccc(-c4ccc(F)cc4)c3=O)[C@H]1N2CCc1ccccc1 | -2.2 | 1.0 | 0.0 | 1.1 | -0.2 | -7.9 | -2.2
CCN(CC(=O)NC1CCS(=O)(=O)C1)S(=O)(=O)c1c(C)c(C)cc(C)c1C (stereo not drawn) | -4.5 | -6.6 | -0.2 | / | / | -2.4 | -3.9
CCNC(=O)C[C@@H]1CC[C@H]2[C@H](COc3ccc(NC(=O)Cc4cccs4)cc3C(=O)N2C)O1 | -6.0 | -4.1 | -0.1 | 2.9 | -0.3 | -16.5 | 1.6
C[C@H]1CN([C@@H](C)CO)C(=O)Cc2cc(NS(=O)(=O)c3ccccc3)ccc2O[C@@H]1CN(C)Cc1ccc(Oc2ccccc2)cc1 | -15.5 | 7.8 | 0.1 | -10.4 | 1.1 | 13.2 | 0.0
CC(C)NC(=O)Nc1ccc2c(c1)C(=O)N([C@H](C)CO)C[C@@H](C)[C@@H](CN(C)Cc1ccc(Oc3ccccc3)cc1)O2 | 5.1 | -2.6 | 0.0 | 0.4 | 0.9 | / | -0.7
C[C@@H]1CN([C@H](C)CO)S(=O)(=O)c2ccc(C#CC3(O)CCCC3)cc2O[C@@H]1CN(C)C(=O)c1ccccc1 | 4.2 | -1.9 | 2.4 | -20.2 | -2.1 | -38.5 | -7.1
O=C(Nc1ccccc1F)c1ccc(C(=O)c2ccccc2)cc1 | 13.4 | 1.9 | -0.2 | -2.6 | -4.1 | -7.4 | -8.1
COc1cc(CO)c(OC)c([N+](=O)[O-])c1 | -10.0 | -1.4 | / | 6.7 | 0.0 | -5.6 | 2.6
COc1cc(CN2CCC(CO)(CCOc3ccccc3)CC2)cc(OC)c1OC | -0.7 | -1.5 | 0.9 | / | / | -3.4 | 0.8
CC(C)CNS(=O)(=O)c1ccc(CCC(=O)Nc2ccc3c(c2)OCCO3)cc1 | / | 2.1 | / | 6.1 | 5.0 | 0.9 | 4.6
CCCC(=O)Nc1cc(OC)c(NC(=O)NC2CCCCC2)cc1OC | 0.7 | -5.5 | / | 7.2 | 2.5 | -6.3 | 6.6
COc1ccc(CN(C)C[C@H]2OCCCC[C@H](C)Oc3ccc(NC(=O)Nc4c(C)noc4C)cc3C(=O)N([C@H](C)CO)C[C@@H]2C)cc1 | 9.4 | 0.5 | 0.2 | / | -1.3 | 23.0 | 2.2
The listing continues.
SMILES | DENV2 CPE rescue | SIRT5 inh | E-sel inducer | C2C12 statin | PglD inh | S100A4 MyoIIA | ERp5 block
Cc1nn(-c2ccccc2)c2nc(C(F)F)cc(C(F)F)c12 | 5.1 | 0.4 | / | -3.9 | 3.9 | -2.7 | -30.8
CN(Cc1nc2ccccc2c(=O)[nH]1)C(=O)c1cccc(S(=O)(=O)N2CCCCCC2)c1 | 2.0 | -11.9 | 0.8 | 18.8 | 1.5 | -6.0 | -1.4
CC(c1nc2ccccc2[nH]1)N(C(=O)C1=NNC(=O)CC1)c1ccccc1 (stereo not drawn) | 3.3 | -5.0 | 0.0 | -0.6 | -2.4 | -0.6 | -6.4
C[C@H](NC(=O)C[C@@H]1CC[C@H]2[C@@H](COC[C@H](O)CN2C(=O)Nc2cccc(Cl)c2)O1)c1ccccc1 | -1.3 | / | 0.1 | -8.1 | 4.8 | / | /
CN(Cc1ccccc1)Cc1nc2scc(-c3ccccc3)c2c(=O)[nH]1 | -3.4 | -3.9 | / | -12.3 | -6.3 | 0.9 | 2.0
COC(=O)[C@H]1[C@H](CO)[C@H]2Cn3c(ccc(-c4ccccc4)c3=O)[C@H]2N1C(=O)C1CC1 | -3.6 | -11.1 | -0.2 | -0.3 | 2.4 | 23.2 | -4.7
CCOC(=O)C1CCN(C(=O)c2ccc(Cl)c(S(=O)(=O)N3CCCC3)c2)CC1 | -1.7 | 2.8 | -0.1 | -2.3 | -1.9 | -5.0 | 5.9
COc1ccc(NC(=O)CSc2nc3ccccc3c(=O)[nH]2)cc1S(N)(=O)=O | 2.0 | -10.0 | 0.2 | 2.8 | -0.9 | -37.4 | -7.6
COc1cccc(C#Cc2ccc([C@@H]3[C@@H](CO)N(C(=O)C4CCC4)[C@H]3C#N)cc2)c1 | -2.3 | 3.3 | 0.1 | 13.1 | 0.3 | -53.2 | 3.6
O=C(Cn1nc(C(=O)O)c2ccccc2c1=O)c1cc(F)ccc1F | 5.5 | -3.9 | / | 6.0 | -2.5 | -5.2 | 2.6
COc1ccc(CCNC(=O)CS(=O)Cc2nc(-c3ccc(C)cc3)oc2C)cc1OC (stereo not drawn) | 4.2 | -3.3 | / | 52.4 | -7.8 | -2.2 | 7.0
O=C(c1ccc(F)cc1)N1CCCCN2[C@H](C1)[C@H](c1ccc(-c3ccc(F)cc3)cc1)[C@@H]2CO | 13.9 | 3.1 | / | / | -2.1 | 3.0 | 6.8
COCC(C)NC(=O)c1cc2cccc([N+](=O)[O-])c2[nH]1 (stereo not drawn) | ? | -9.1 | ? | / | / | -1.1 | -0.4
O=[N+]([O-])c1ccc(S(=O)(=O)NCC2COc3ccccc3O2)cc1 (stereo not drawn) | 2.8 | 2.3 | / | 33.3 | 0.2 | 1.4 | 4.3
O=C(CCc1nc2ccccc2c(=O)[nH]1)NCC(=O)Nc1ccc(F)c(F)c1 | 4.4 | 5.9 | -1.2 | -4.9 | 1.3 | 3.1 | 4.3
COc1ccc(/C=N/N=C2\SC(CC(=O)O)C(=O)N2c2ccccc2)cc1 (stereo not drawn) | 5.4 | 4.5 | -1.2 | / | / | -0.4 | -0.5
COc1ccc(-n2nc(C(=O)NCC(=O)NCC3COc4ccccc4O3)c3ccccc3c2=O)cc1 (stereo not drawn) | -3.0 | -0.4 | / | / | / | 0.1 | 0.7
CC(=O)Nc1ccccc1NS(=O)(=O)c1ccccc1[N+](=O)[O-] | 6.4 | / | 5.4 | / | / | 0.8 | 0.6
COCC(=O)N1CCN(c2cccc(C(F)(F)F)c2)CC1 | / | 7.4 | 8.8 | -2.2 | / | -3.3 | 0.6
COC(=O)[C@@H]1[C@@H](CO)[C@@H]2Cn3c(ccc(C4=CCCCC4)c3=O)[C@@H]2N1CCC(F)(F)F | 3.2 | / | -0.3 | -15.0 | 0.7 | -61.7 | -10.2
CCOC(=O)C1CCCN(C(=O)CCCn2c(=O)c3cccn3c3cccnc32)C1 (stereo not drawn) | 2.3 | -3.4 | / | -7.0 | 4.2 | -5.7 | 2.9
CCOc1ccccc1CN1CCN(S(C)(=O)=O)CC1 | -9.8 | -10.6 | / | -4.3 | -6.3 | 0.5 | 6.9
Cc1ccccc1/C=C/C(=O)c1ccc([N+](=O)[O-])o1 | -7.3 | 1.3 | 0.7 | / | / | 0.2 | -0.6
Cc1cc(C)c(C#N)c(SCCS(=O)(=O)Cc2ccccc2)n1 | 3.7 | -7.2 | / | -1.5 | 0.8 | 1.1 | 2.1
N#CC1(Nc2ccc(S(N)(=O)=O)cc2)CCCC1 | 15.7 | 2.2 | -0.2 | / | / | -12.1 | -5.8
Next part:
SMILES | DENV2 CPE rescue | SIRT5 inh | E-sel inducer | C2C12 statin | PglD inh | S100A4 MyoIIA | ERp5 block
Cc1cc(C(=O)Nc2c(C)nn(Cc3ccc(F)cc3)c2C)on1 | ? | -1.7 | -0.1 | 0.3 | -0.4 | -2.9 | -0.7
COc1cc(OC)c(C(=O)NCc2cccnc2)cc1OC | / | -1.9 | 0.9 | 7.2 | 1.2 | 3.0 | 0.1
C[C@H](CO)N1C[C@H](C)[C@@H](CN(C)Cc2ccc(Cl)c(Cl)c2)Oc2ccc(NS(=O)(=O)c3ccccc3)cc2C1=O | 4.0 | 2.3 | 0.0 | 7.0 | 3.2 | -15.5 | 0.6
CC1CCN(CCCNC(=O)c2ccc3c(Cl)c4c(nc3c2)CCCC4)CC1 | 2.0 | -3.7 | / | -5.6 | / | -3.1 | -9.1
NC(=O)CC(NC(=O)c1ccccc1)c1ccc(NC2CCN(Cc3ccccc3)CC2)c([N+](=O)[O-])c1 (stereo not drawn) | -6.9 | / | / | 11.0 | -3.7 | -6.2 | 3.7
CCCN1CCN(S(=O)(=O)c2c(C)[nH]c(C)c2C(=O)N2CCCCC2)CC1 | 8.8 | -1.8 | / | 5.3 | 1.6 | 1.1 | 0.6
CC1CC(=O)Nc2ccccc2N1S(=O)(=O)c1ccc(C#N)cc1 (stereo not drawn) | -0.7 | -0.6 | 7.0 | / | / | -2.5 | 3.5
COc1ccc(C2c3cc4c(cc3OC(NNC(N)=O)C2C)OCO4)cc1 (stereo not drawn) | 3.3 | 8.9 | -0.4 | / | / | 2.5 | -2.5

Compounds listed so far containing a cyano group, in the order listed:
SMILES | DENV2 CPE rescue | SIRT5 inh | E-sel inducer | C2C12 statin | PglD inh | S100A4 MyoIIA | ERp5 block
COc1cccc(C#Cc2ccc([C@@H]3[C@@H](CO)N(C(=O)C4CCC4)[C@H]3C#N)cc2)c1 | -2.3 | 3.3 | 0.1 | 13.1 | 0.3 | -53.2 | 3.6
Cc1cc(C)c(C#N)c(SCCS(=O)(=O)Cc2ccccc2)n1 | 3.7 | -7.2 | / | -1.5 | 0.8 | 1.1 | 2.1
N#CC1(Nc2ccc(S(N)(=O)=O)cc2)CCCC1 | 15.7 | 2.2 | -0.2 | / | / | -12.1 | -5.8
CC1CC(=O)Nc2ccccc2N1S(=O)(=O)c1ccc(C#N)cc1 (stereo not drawn) | -0.7 | -0.6 | 7.0 | / | / | -2.5 | 3.5

Bioassay records from PubChem BioAssay.
